# High-throughput results: PubChem BioAssay, National Center for Advancing Translational Sciences (NCATS)
# ATXN2 expr inh = Primary qHTS for Inhibitors of ATXN expression. HEK-293 ATXN2-luciferase reporter, luminescence, 24 h. Potency, µM (titrated, usually from 57 µM), without a hit: top-dose activity change, negative = inhibition, hits mostly inhibitors. 360,000 tested, 0.72% active; also: potency is read from the fitted curve at half-maximal effect; % is scaled to controls: 0 for no effect and ±100 for the full control effect; nearly all actives have a fitted effect of over 55% in size
#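 ATXN2-luciferase reporter cells (luciferase flanked by upstream and downstream ATXN2 gene portions) were treated 24 h at 37 °C with compounds at up to 57 uM. SteadyGlo luminescence gave expression; GF-AFC fluorescence gave viability.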
# KB-3-1 tox = qHTS assay for MDR1-selective chemotherapeutics: Primary screen using the parental adenocarcinoma cell KB-3-1; KB-3-1 viability, CellTiter-Glo ATP luminescence, 72 h; 400,000 tested, 1.4% active; AID 1347075, 2019; Potency, µM (top dose mostly 46.1 µM), for the others: top-dose activity change, negative = cytotoxic, usual class: cytotoxic; also: potency is read from the fitted curve at half-maximal effect; % is scaled to controls: 0 for no effect and ±100 for the full control effect; nearly all actives have a fitted effect of over 60% in size
#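 Screening of KB-3-1 cells (DMEM, 10% FBS, phenol-red free) ran from lowest to highest compound concentration; after 72 h at 37 °C viability was read luminescently and curves fitted.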
# ATXN viability = Viability Counterscreen for Primary qHTS for Inhibitors of ATXN expression | Potency, µM (doses to about 56.7 µM), actives largely listed as cytotoxic | S2 cells (HEK-293 line with an ATXN2-luciferase reporter) viability, CellTiter-Fluor protease fluorescence, 24 h | 400,000 tested, 0.49% active; also: potency is read from the fitted curve at half-maximal effect; nearly all actives have a fitted effect of over 40% in size
# MCF10A rereplic = A quantitative high throughput screen for small molecules that induce DNA re-replication in MCF 10a normal breast cells; MCF 10A DNA re-replication, Hoechst nuclear intensity, 48 h; Potency, µM (highest dose often 46.1 µM), for the others: at the top dose activity, positive = re-replication, hits mostly activators; 350,000 tested, 2.9% active; AID 624296, 2012; also: potency is read from the fitted curve at half-maximal effect; % of control where 0% means no effect; nearly all actives have a fitted effect of over 50% in size
# HT1080NT lethal = qHTS for induction of synthetic lethality in tumor cells producing 2HG: qHTS for the HT-1080-NT fibrosarcoma cell line | HT-1080-NT fibrosarcoma viability, CellTiter-Glo ATP luminescence, 48 h | Potency, µM (doses to about 46.1 µM), without a hit: at the highest dose activity, negative = less viability, hits mostly cytotoxic | 360,000 tested, 1.6% active | AID 686970, 2013;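 also: NT is the 2HG producing partner of a matched IDH1 knockdown line; potency is read from the fitted curve at half-maximal effect; 0% = DMSO-treated cells and -100% = media-only wells without cells; nearly all actives have a fitted effect of over 55% in size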
#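 750 cells/well, RPMI + 5% FBS; 2 h settle, compound pin-transfer, 48 h at 37 degrees C. CellTiter-Glo 10 min RT, luminescence. Normalized to DMSO and media-only wells.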
# SW480 rerep = A quantitative high throughput screen for small molecules that induce DNA re-replication in SW480 colon adenocarcinoma cells; SW480 DNA re-replication, Hoechst DNA content imaging, 48 h; Potency, µM (doses to about 46.1 µM), for the others: at the highest dose re-replication activation, actives largely listed as activators; 340,000 tested, 1.8% active; AID 624297, 2012; also: potency is read from the fitted curve at half-maximal effect; % of control where 0% means no effect; nearly all actives have a fitted effect of over 55% in size
#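 SW480 cells exposed to compounds for 48 hr at 37 C, 5% CO2, then Hoechst-stained 40 min. Nuclear DNA content imaged by fluorescence scanning (405 nm excitation, 500-530 nm emission); re-replication scored as increased high-intensity nuclei.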
# IL-1B inflam inh = qHTS for Inhibitors of Inflammasome Signaling: IL-1-beta AlphaLISA Primary Screen; THP-1 LPS/ATP IL-1B secretion, AlphaLISA, 16 h; active compounds read low; activity change, % at 57.5 µM; 360,000 tested, 4.7% active; in the data active = activity change below about -50%; inconclusive = mostly about -30% to -49%; also: % is scaled to controls: 0 for no effect and ±100 for the full control effect
#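 THP-1 cells pretreated 1 hr with compounds (up to 57.5 uM final), then stimulated with LPS (250 ng/mL final) plus ATP (1.25 mM final); secreted IL-1B measured by AlphaLISA after 16 hr, decreased signal indicating inhibition.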
# HT1080 IDH1KD tx = qHTS for induction of synthetic lethality in tumor cells producing 2HG: qHTS for the HT-1080-IDH1KD cell line. HT-1080 IDH1 knockdown viability, ATP luminescence, 48 h. Potency, µM (titrated, usually from 46.1 µM), for the others: at the top dose activity, negative = toxicity, most hits filed as cytotoxic. 360,000 tested, 2% active. AID 686971, 2013;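 also: potency is read from the fitted curve at half-maximal effect; 0% = DMSO wells and -100% = cell-free medium wells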
#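 Viability of IDH1-knockdown HT-1080 fibrosarcoma cells was assessed by CellTiter-Glo after 48 h at 37 °C with titrated compound; concentration-effect curves were classified by fit quality and response size.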
# HepG2 tox = qHTS for Inhibitors of TGF-b: Cytotox Counterscreen. HepG2 CAGA-GFP viability, ATP luminescence, 18 h. AID 588856, 2011. 410,000 tested, 0.76% active. Potency, µM (top dose mostly 46.1 µM), without a hit: at the top dose activity change, negative = cytotoxicity, usual class: cytotoxic; also: potency is read from the fitted curve at half-maximal effect; some results filed as inactive show a strong effect at the top dose
#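 CellTiter-Glo luminescence gave cytotoxicity after 18 hours at 37 degrees C. The cells were HepG2 CAGA-GFP in 1% FBS DMEM, stimulated with 500 pg/mL TGF-beta after compound addition. %Activity was normalised to no-cell wells (complete cell-killing) and DMSO (no toxicity), and curves were fitted and classified.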
# An asterisk follows results filed as active; i = inactive; ? = inconclusive; nt = not tested or not shown; & = joins results of further samples; [ ] = another dose, or the depositor's remark. Unless noted, calls follow the shape of the dose curve; as a rule, active = well fitted curve in the direction sought with a large enough effect; inconclusive = small, poorly fitted or top-dose-only effect, or another doubt; inactive = no such curve, though single readings can be large; an effect the other way counts as inactive or inconclusive.
Molecule	ATXN2 expr inh	KB-3-1 tox	ATXN viability	MCF10A rereplic	HT1080NT lethal	SW480 rerep	IL-1B inflam inh	HT1080 IDH1KD tx	HepG2 tox
COc1cc(C(CCN2CCN(c3ccccc3)CC2)c2c(OC)cc(OC)c3c(C)cc(=O)oc23)cc(OC)c1OC (stereo unspecified)	0%	0%	?	?	-14%	?	0	-12%	-30%&-8%
CC1CCC(NC(=O)C2CCN(S(=O)(=O)c3cccc4nonc34)CC2)CC1 (stereo unspecified)	4%	11%	i	2%	4%	-5%	8	6%	-1%
O=C(CNC(=O)C(c1ccccc1)c1ccccc1)N/N=C/c1ccc(O)cc1O	nt	?	?	?	?	?	234	7.3µM*	17%
NCCCC[C@@H](C(=O)N1CCNCC1)n1cc([C@@H](N)CO)nn1	8%	25%	i	-18%	?	-10%	10	4%	8%
Cc1cc(=O)[nH]c(SCC(=O)N2CCN(C(c3ccccc3)c3ccccc3)CC2)n1	-5%	0%	i	4%	-2%	-4%[9.22 µM]	-11	1%	-3%
CN(CC(=O)NCc1ccncc1)S(=O)(=O)c1ccc(Br)cc1	-3%	nt	i	-11%	6%	-3%	11	-2%	4%
CC1CCN(C(=O)COC(=O)c2cccc(S(=O)(=O)N(C)c3ccccc3)c2)CC1	20%	-2%	i	?	2%	-6%	14	2%	-7%
COc1ccc(S(=O)(=O)N2CCC(C(=O)Nc3nccs3)CC2)cc1	2%	-1%	i	9%	3%	-2%	9	-2%	-16%
O=C(O)C1CC1c1ccc(Br)cc1 (stereo unspecified)	-4%	9%	i	-9%	-2%	0%	-7	-2%	-4%
COc1ccc(N(CC(=O)NCCC2=CCCCC2)S(=O)(=O)c2c(C)[nH]c(=O)[nH]c2=O)cc1	nt	4%	i	-2%	0%	0%	-5	6%	9%
CCCCCCSc1ccc([C@H]2N[C@@](CC(C)C)(C(=O)OC)[C@H]3C(=O)N(C)C(=O)[C@@H]23)cc1	-14%	?	i	17%	-13%	7%	?	-8%	-5%
Cc1ccc(-n2nc3c(N4CCC(C(=O)NC(C)C)CC4)nnc(C)c3c2C)cc1	-4%	-1%	i	nt	nt	nt	nt	nt	-5%
Cn1c(=O)n(C)c2cc(N3CCCCC3)c(NC(=O)c3ccc(C(C)(C)C)cc3)cc21	2%	19%	i	nt	nt	nt	nt	nt	-17%
COc1ccc2oc(C(=O)OC(C)C(=O)NC3(C#N)CCCCC3)c(C)c2c1 (stereo unspecified)	-7%	0%	i	0%	-7%	-11%	3	-9%	-21%
Cc1cc(=O)oc2c3c(ccc12)OC/C3=N/N	-12%	1%	i	-1%	1%	-29%	-1	-6%	-5%
COc1ccc(CCNC(=O)C(NC(=O)OCc2ccccc2)C(C)C)cc1OC (stereo unspecified)	21%	-7%	i	1%	-4%	-2%	-8	-10%	22%
Cc1ccc(-n2nnnc2SCC(=O)NNC(=O)c2ccco2)c(C)c1	0%	-10%	i	21µM*	-5%	-15%	13	7%	19%
CCn1c(C)nc2cc(C(=O)N/N=C/c3ccc(O)cc3)ccc21	17%	-4%	i	9%	-1%	-21%	12	-4%	5%
CCCN(C(=O)c1cnccn1)c1c(N)n(Cc2ccccc2)c(=O)[nH]c1=O	1%	3%	i	-1%	12%	-5%	0	4%	13%
O=C(NCc1ccc2c(c1)OCO2)c1ccc(Br)cc1	nt	-3%	i	0%	-20%	-1%	-3	-2%	-31%
Cc1ccc(Cn2c(SCC(=O)Nc3cc(C)on3)nc3ccccc3c2=O)cc1	-10%	-4%	?	?	?	0%	22	3%	-41%
COc1ccccc1NC(=O)c1c(NCc2ccc(OC)c(OC)c2OC)sc2c1CCCC2	-28%	0%	?	nt	nt	nt	nt	nt	-34%
COc1cccc(N2CC(C)Cn3c2nc2c3c(=O)n(CCN3CCOCC3)c(=O)n2C)c1 (stereo unspecified)	-4%	-20%	i	1%	-6%	-4%	-12	-14%	-14%
COc1ccc(NC(C#N)c2ccccc2OCc2ccccc2)cc1 (stereo unspecified)	nt	-5%	i	?	?	?	39	?	-14%
O=C(NCCc1csc(-c2ccccc2)n1)c1c(F)cccc1Cl	-7%[11.3 µM]	-16%	i	0%	-8%	-3%	-2	-7%	-2%
CC(C)(C)c1cc(CCC(=O)NNC(=S)NC(=O)c2ccccc2)cc(C(C)(C)C)c1O	-12%	?	i	?	15µM*	?	169	?	-26%
COc1ccc(OC)c(-c2csc(N(Cc3ccco3)C(=O)c3ccco3)n2)c1	-13%[11.3 µM]	0%	i	?	-4%	1%	5	?	5%
CCOc1ccc(NC(=O)CC2C(=O)Nc3ccccc3N2C(=O)c2ccccc2)cc1 (stereo unspecified)	-11%	-7%	i	?	4%	-2%	-2	8%	1%
Cc1ccc(CN2CCN(CC(=O)NCc3ccccc3Cl)C2=O)cc1	-9%	1%	i	nt	nt	nt	nt	nt	2%
O=C(NCc1cccnc1)C(=O)NCC1OCCN1S(=O)(=O)c1ccc(F)cc1 (stereo unspecified)	-15%	10%	?	11%	12%	8%	15	14%	-4%
Cc1nc(N2CCCCC2)nc(N2CCCCC2)c1C=O	14%	-2%	i	?	-7%	2%	34	-12%	5%
O=S(=O)(NCC(c1cccnc1)N1CCOCC1)c1cccs1 (stereo unspecified)	0%	0%	i	1%	-6%	-2%	25	22%	-1%
COc1ccc(CN(Cc2ccc(C(=O)O)cc2)C(=S)Nc2ccc(C)cc2)cc1OC	6%	13%	i	-6%	0%	1%	21	0%	6%
Cc1ccc(NC(=O)CSc2nnc(-c3ccccc3Br)o2)cc1C	29%	?	i	6%	7%	5%	-6	8%	3%
CCSc1ccccc1C(=O)NC1CCCCC1	-3%	2%	i	0%	1%	-5%	-13	-9%	4%
Cc1cc(C)cc(NC(=O)CSc2nnc(COc3ccccc3Cl)o2)c1	13%	11%	i	nt	nt	nt	nt	nt	3%
CCNC(=O)C(=O)NCC(c1cccs1)S(=O)(=O)c1ccc(C)cc1 (stereo unspecified)	0%	0%	i	-10%	2%	0%	22	4%	-69%
CC(=O)N(c1nnc(-c2cccc(C)c2)s1)C1CCCC1	21%	0%	i	8%	0%	23%	-13	21%	-32%
CC(C)C(=O)Nc1cccc(NC(=O)c2ccc(Cl)cc2Cl)c1	0%	3%	i	6%	-5%	1%	-59*	2%	1%
CCNc1nc(CN2CCOCC2)nc2sc3c(c12)CCC3	-13%	-12%	i	-9%	-2%	6%	-15	3%	-24%
O=C(c1ccc(F)cc1Cl)N1CCN(S(=O)(=O)c2cccs2)CC1	-9%	-2%	i	?	-6%	6%	-5	-10%	-6%
CC(C)C(=O)Nc1cc2c3c(c1)CCN3C(=O)CC2	nt	-1%	i	-8%	0%	-17%	6	8%	8%
CCCCC(Sc1nc(N)c(NC(=O)c2ccco2)c(=O)[nH]1)C(=O)O (stereo unspecified)	8%	6%	i	-2%	0%	-10%	-7	7%	0%
COc1ccc(OC)c(CN2C(=O)CSCC2(C)C(=O)NCc2ccccc2)c1 (stereo unspecified)	nt	2%	nt	nt	6%	nt	11	-8%	nt
O=C(Nc1ccc2ccccc2c1)c1ccccc1F	45%[activator]	14%	i	13%	4%	-2%	8	10%	0%
Cc1cc(NC(=O)CN2C(=O)N(C)C3(CCCCC3)C2=O)ccc1Br	-12%	15%	i	9%	-18%	-5%	-5	-11%	-18%
O=CC1=C(N2CCOCC2)/C(=C\c2ccccc2)CC1	1%	8%	i	-3%	-15%	-8%	?	-15%	-4%
O=C(Nc1ccc(S(=O)(=O)Nc2nccs2)cc1)c1ccc(F)cc1	10%	1%	i	8%	-18%	1%	11	-12%	8%
COc1ccc(Cl)cc1N(C)C(=O)Cc1noc2ccc(C)cc12	-8%	-20%	i	nt	nt	nt	nt	nt	-19%
OCCN1CCN(c2ncnc3c2sc2nc(N4CCOCC4)c4c(c23)CCC4)CC1	-29%	2%	i	-17%	?	-2%	-77*	9%[9.24 µM]	-61%

# Remaining list, next part.
Molecule	ATXN2 expr inh	KB-3-1 tox	ATXN viability	MCF10A rereplic	HT1080NT lethal	SW480 rerep	IL-1B inflam inh	HT1080 IDH1KD tx	HepG2 tox
Cc1ccccc1-c1nnn(CC(=O)Nc2ccc3c(c2)OCCO3)n1	-3%	-6%	i	-2%	-1%	-2%	33	0%	2%
CC1(c2ccc(Cl)cc2)NC(=S)N2C1NC(=S)N2c1ccccc1 (stereo unspecified)	-5%	-16%	i	-5%	-1%	-3%	?	-18%	8%
O=C(CN1C(=O)NC2(CCCCC2)C1=O)NCCCSc1ccccc1	3%	5%	i	3%	0%	-6%	14	-1%	-2%
Nc1cc(N)nc(SCc2ccc(Cl)cc2)n1	9%	16%	i	0%	-18%	-2%	?	-4%	-26%
COc1ccc(S(=O)(=O)NCCCn2ccnc2)cc1Cl	-15%	-5%	i	0%	-2%	3%	-1	8%	4%
Cc1ccc2c(c1)C1CN(C)CCC1N2C(=O)c1ccccc1NS(=O)(=O)c1ccc(F)cc1C (stereo unspecified)	-20%	-8%	i	17%	-18%	4%	6	-5%	-30%

# This is a random part of the collection; any-hit rate near 8.9%.
